# CHRM4 antagonist: blocks acetylcholine activation of human M4 receptor; 360,000 compounds, 0.73% hits; CHO-hM4 cells, ACh EC80, Fluo-8 calcium fluorescence; P08173; AID 624125; inhibition, % at 3 µM;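 active = inhibition above its plate's cutoff, the mean inhibition of sample wells plus 3 SD, cut at about 27% in these data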;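 also: 0% = acetylcholine EC80 with DMSO and 100% = DMSO without agonist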
# Target sequence (P08173 whole entry, looked up): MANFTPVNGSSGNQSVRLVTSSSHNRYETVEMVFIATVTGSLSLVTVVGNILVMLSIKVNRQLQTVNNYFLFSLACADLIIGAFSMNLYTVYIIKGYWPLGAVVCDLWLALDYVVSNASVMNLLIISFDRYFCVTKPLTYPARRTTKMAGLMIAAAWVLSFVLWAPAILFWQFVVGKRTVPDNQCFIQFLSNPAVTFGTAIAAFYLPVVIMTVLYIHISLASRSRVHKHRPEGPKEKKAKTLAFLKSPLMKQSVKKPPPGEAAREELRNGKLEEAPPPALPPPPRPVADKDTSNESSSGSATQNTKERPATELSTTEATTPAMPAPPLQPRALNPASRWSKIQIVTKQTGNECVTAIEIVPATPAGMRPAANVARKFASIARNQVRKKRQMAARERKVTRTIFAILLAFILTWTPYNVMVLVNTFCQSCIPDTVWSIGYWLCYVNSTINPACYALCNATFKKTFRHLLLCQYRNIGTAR
# CHRM5 PAM: positive allosteric modulators of human muscarinic M5 receptor. CHO-K1 hM5, Fluo-8 calcium, ACh EC20 PAM; 0% = ACh EC20, 100% = ACh EC100. P08912. activation, % at 3 µM. 360,000 compounds, 0.3% hits. AID 624038;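 active = activation above the run cutoff, the mean activation of all test compounds plus 3 SD, cut at about 18% in these data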
# Target sequence (P08912 whole entry, looked up): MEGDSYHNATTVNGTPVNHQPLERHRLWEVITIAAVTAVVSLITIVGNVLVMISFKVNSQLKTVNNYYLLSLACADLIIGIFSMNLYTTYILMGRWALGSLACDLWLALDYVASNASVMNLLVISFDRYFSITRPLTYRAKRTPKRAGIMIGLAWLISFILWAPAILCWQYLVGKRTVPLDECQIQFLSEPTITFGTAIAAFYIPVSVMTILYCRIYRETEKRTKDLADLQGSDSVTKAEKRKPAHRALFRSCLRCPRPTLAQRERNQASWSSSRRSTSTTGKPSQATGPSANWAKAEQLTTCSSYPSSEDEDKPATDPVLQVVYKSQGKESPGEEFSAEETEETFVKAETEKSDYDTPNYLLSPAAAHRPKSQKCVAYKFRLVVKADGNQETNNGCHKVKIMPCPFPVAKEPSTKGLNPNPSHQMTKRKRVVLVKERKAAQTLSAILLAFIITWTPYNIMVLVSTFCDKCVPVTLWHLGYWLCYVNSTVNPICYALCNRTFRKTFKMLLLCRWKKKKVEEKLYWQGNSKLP
#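 system = human M5 receptor in CHO-K1 cells | reagent = EC20 acetylcholine as agonist stimulus | compound dosing = single-point, 3 µM nominal | incubation = Fluo-8 loading 80 min at 37 °C plus 30 min room temperature | detection = Fluo-8 calcium dye fluorescence, kinetic read | benchmarks = low control EC20 acetylcholine (0%), high control EC100 acetylcholine (100%)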
# CRFR2-BP ag: agonists of human CRF-binding protein/CRF-R2 receptor complex. 350,000 compounds, 0.46% hits. HEK293 CRF-R2/CRF-BP, calcium dye fluorescence (FLIPR); percent of saturating CRF peptide response. activation, % at 13.2 µM. AID 588473;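 active = activation of at least 50%, plus an integration ratio under a set limit after plate pattern correction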;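 also: plate controls were neutral control wells without compound for no effect and CRF at EC100 for full effect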
# M4 ag: agonists of human muscarinic M4 receptor (CHRM4); P08173; CHO-K1 hM4/Gqi5, Fluo-8 calcium fluorescence; vehicle 0%, full acetylcholine response 100%; activation, % at 3 µM; 360,000 compounds, 0.14% hits;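 active = activation above the run mean over all test wells plus 3 SD, cut at about 32% in these data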;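 also: peak over basal fluorescence ratio per well then scaled between controls; 0% = DMSO wells and 100% = acetylcholine at EC100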
# CHRM5 antagonist: CHRM5 antagonism in calcium assay; AID 624040; P08912; inhibition, % at 3 µM; 360,000 compounds, 0.59% hits; CHO-hM5 cells, Fluo-8 calcium fluorescence, ACh EC80;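 active = inhibition above a per-plate cutoff, the mean of that plate's test compounds plus 3 SD, cut at about 27% in these data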;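 also: 0% = acetylcholine EC80 with DMSO and 100% = DMSO without agonist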
# CHRM1 antagonist: human CHRM1 antagonism; P11229; CHO-K1 hM1, Fluo-8 calcium fluorescence, ACh EC80 antagonist; inhibition, % at 3 µM; 360,000 compounds, 1.3% hits;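 active = percent inhibition above its own plate's cutoff, namely the mean of that plate's compound wells plus 3 SD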;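 also: peak over basal fluorescence ratio during 140 s after agonist addition; 0% = ACh EC80 plus DMSO and 100% = DMSO alone without agonist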
# CHRM1 PAM: potentiates human M1 receptor response to acetylcholine; P11229; CHO-K1 hM1, Fluo-8 calcium fluorescence, ACh EC20; 0% = ACh EC20, 100% = maximal ACh; activation, % at 3 µM; 360,000 compounds, 0.088% hits; AID 588819; in the data active = activation above about 19%, passing the limit was not always enough
# M4 PAM: positive allosteric modulators of human muscarinic M4 receptor; 360,000 compounds, 0.4% hits; P08173; activation, % at 3 µM; CHO-K1 hM4/Gqi5, Fluo-8 calcium fluorescence, ACh EC20; 0% = ACh EC20, 100% = maximal ACh;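 active = activation above its plate's cutoff, the mean activation of sample wells plus 3 SD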; also: some results filed as inactive read as strong as hits
# CHRM5 agonist: agonists of human muscarinic M5 receptor (CHRM5) | P08912 | CHO-K1 hM5 cells, Fluo-8 calcium fluorescence; 0% DMSO wells, 100% maximal acetylcholine response | activation, % at 3 µM | 360,000 compounds, 0.19% hits | AID 624037;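 active = activation above the run's mean over test compounds plus 3 SD, cut at about 23% in these data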;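 also: signal is peak over basal fluorescence ratio across the kinetic read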
# Numbers without * were called inactive; / = not tested or not shown.
SMILES,CHRM4 antagonist,CHRM5 PAM,CRFR2-BP ag,M4 ag,CHRM5 antagonist,CHRM1 antagonist,CHRM1 PAM,M4 PAM,CHRM5 agonist
COc1cc(C(=O)NCC(=O)NCCN2C(=O)S/C(=C\c3ccc4c(c3)OCO4)C2=O)cc(OC)c1OC,-5,-13,-3.0,8,3,-3,2,3,-1
COc1ccc(C(=O)OC(C)C(=O)NC2CCCCC2C)cc1S(=O)(=O)N1CCOCC1 (centres undefined),-5,5,0.7,1,-5,-33,18,1,0
COc1ccccc1NC(=O)COc1ccc(-c2nn(C)c(=O)c3ccccc23)cc1,-2,-2,-0.1,1,0,-9,0,8,0
Cc1ccc(-c2nsc3c(N4CCC(C(N)=O)CC4)ncnc23)cc1,8,-1,4.5,1,-5,-8,7,2,0
CCN(CC(N)=O)S(=O)(=O)c1ccc(Br)cc1,2,-7,-0.3,-1,5,-16,-2,-3,-1
O=C(CSc1nnnn1C1CC1)Nc1cccc(S(=O)(=O)N2CCCC2)c1,-12,-2,1.0,2,8,-3,7,-3,4
C/C(=N\NC(=O)c1ccc(Cn2cc(Br)cn2)o1)c1ccc(NC(=O)c2ccoc2C)cc1,0,-1,-1.6,4,12,14,-5,2,-4
O=C(Nc1ccc2oc(-c3ccccc3)nc2c1)c1ccncc1,2,-4,-0.3,14,3,-2,3,16,1
CCCCCCn1ccc(=N)cc1,24,-14,0.5,2,24,33,-20,-9,-11
C/C(=N\Nc1ccccn1)c1cccs1,-5,11,0.2,2,1,6,-5,-6,-1
CC(/C=N/NC(=O)c1ccco1)=C\c1ccccc1,-6,-5,-2.5,1,3,0,-3,1,-2
O=C(CNC(=O)c1ccccc1)N/N=C/c1ccccc1Cl,1,6,-2.4,2,1,-13,10,-5,-2
O=C(NCCc1ccccc1)c1ccc(Cl)c(S(=O)(=O)N2CCOCC2)c1,-15,-6,-1.7,10,8,-8,12,-3,2
Cc1cc(C(=O)N2CCC2(C)C(=O)NS(=O)(=O)c2ccc(F)cc2F)nn1C (centres undefined),-1,0,/,0,0,-1,0,-3,2
CC(C(=O)NC1CCCC1)n1c(-c2ccncc2)nc2ccccc21 (centres undefined),-5,-7,/,0,8,/,/,1,-1
COc1ccc(S(=O)(=O)N(CC(=O)Nc2ccc(S(=O)(=O)N3CCOCC3)cc2)c2ccccc2)cc1,6,-5,4.0,5,2,0,3,-8,-6
COc1cccc(-c2nc(CS(=O)(=O)CC(=O)NCC(C)c3ccccc3)c(C)o2)c1 (centres undefined),-23,-4,0.8,2,3,-24,13,3,-2
CCOC(=O)Nc1ccc(S(=O)(=O)Nc2cc(C)nc(C)n2)cc1,5,0,0.9,0,-3,-5,5,5,2
Cc1[nH]n(-c2ccccc2)c(=O)c1C1(C(F)(F)F)C(=O)N(c2ccccc2)C2=C1C(=O)CC(C)(C)C2 (centres undefined),6,-7,-4.0,2,3,2,-1,6,8
C/C(=N\NC(=O)Cc1c(F)cccc1Cl)c1cccnc1,-6,-6,0.5,1,-3,-5,4,-3,-3

# 14 of the compounds above, tab-delimited.
SMILES	CHRM4 antagonist	CHRM5 PAM	CRFR2-BP ag	M4 ag	CHRM5 antagonist	CHRM1 antagonist	CHRM1 PAM	M4 PAM	CHRM5 agonist
C/C(=N\NC(=O)c1ccc(Cn2cc(Br)cn2)o1)c1ccc(NC(=O)c2ccoc2C)cc1	0	-1	-1.6	4	12	14	-5	2	-4
O=C(Nc1ccc2oc(-c3ccccc3)nc2c1)c1ccncc1	2	-4	-0.3	14	3	-2	3	16	1
CCCCCCn1ccc(=N)cc1	24	-14	0.5	2	24	33	-20	-9	-11
C/C(=N\Nc1ccccn1)c1cccs1	-5	11	0.2	2	1	6	-5	-6	-1
CC(/C=N/NC(=O)c1ccco1)=C\c1ccccc1	-6	-5	-2.5	1	3	0	-3	1	-2
O=C(CNC(=O)c1ccccc1)N/N=C/c1ccccc1Cl	1	6	-2.4	2	1	-13	10	-5	-2
O=C(NCCc1ccccc1)c1ccc(Cl)c(S(=O)(=O)N2CCOCC2)c1	-15	-6	-1.7	10	8	-8	12	-3	2
Cc1cc(C(=O)N2CCC2(C)C(=O)NS(=O)(=O)c2ccc(F)cc2F)nn1C (centres undefined)	-1	0	/	0	0	-1	0	-3	2
CC(C(=O)NC1CCCC1)n1c(-c2ccncc2)nc2ccccc21 (centres undefined)	-5	-7	/	0	8	/	/	1	-1
COc1ccc(S(=O)(=O)N(CC(=O)Nc2ccc(S(=O)(=O)N3CCOCC3)cc2)c2ccccc2)cc1	6	-5	4.0	5	2	0	3	-8	-6
COc1cccc(-c2nc(CS(=O)(=O)CC(=O)NCC(C)c3ccccc3)c(C)o2)c1 (centres undefined)	-23	-4	0.8	2	3	-24	13	3	-2
CCOC(=O)Nc1ccc(S(=O)(=O)Nc2cc(C)nc(C)n2)cc1	5	0	0.9	0	-3	-5	5	5	2
Cc1[nH]n(-c2ccccc2)c(=O)c1C1(C(F)(F)F)C(=O)N(c2ccccc2)C2=C1C(=O)CC(C)(C)C2 (centres undefined)	6	-7	-4.0	2	3	2	-1	6	8
C/C(=N\NC(=O)Cc1c(F)cccc1Cl)c1cccnc1	-6	-6	0.5	1	-3	-5	4	-3	-3

# Carrying on.
SMILES,CHRM4 antagonist,CHRM5 PAM,CRFR2-BP ag,M4 ag,CHRM5 antagonist,CHRM1 antagonist,CHRM1 PAM,M4 PAM,CHRM5 agonist
CSc1ccc(S(=O)(=O)N2CCC(C(=O)Nc3ccc(NC(C)=O)cc3)CC2)cc1,5,1,-0.8,3,-13,-11,10,0,0
O=C(c1ccccc1)c1nc2ccccc2n(CCCn2c(=O)c(C(=O)c3ccccc3)nc3ccccc32)c1=O,13,16,7.2,2,3,4,5,1,4
COc1cccc(C(=O)Oc2ccc(/C=N/NC(=O)c3ccncc3)cc2OC)c1,1,-6,-0.6,17,4,-2,1,-5,5
O=S(=O)(/N=C(\c1ccccc1)N1CCOCC1)c1ccc(Cl)cc1,-5,-2,4.6,1,5,12,-7,3,-1
COc1ccccc1-n1nnnc1SCC(=O)Nc1oc(C)c2c(C)n[nH]c(=O)c12,-3,-4,-0.2,1,7,-3,5,3,2
CC1CCCC(C)N1C(=O)COC(=O)CSc1ccc(C(N)=O)cc1[N+](=O)[O-] (centres undefined),-15,-3,1.2,3,0,-12,6,0,4
CC(=O)OCc1c(C(F)(F)F)nn(C)c1Oc1ccccc1,-13,19*,-2.0,22,7,-7,10,15,-1
COc1ccccc1/C=N/Nc1nc(C)c(C(C)=O)s1,0,-5,9.4,1,-1,-5,4,-4,0
COc1ccccc1CCC(=O)N(C)CC(=O)Nc1ccc(Cl)c(C(F)(F)F)c1,-4,-5,0.3,7,13,5,0,-3,-3
O=C(c1ccc(Br)cc1)N1CCCC(c2nc(-c3cccs3)no2)C1 (centres undefined),-1,-2,-2.1,1,3,-8,5,2,6
C/C(N)=C(/C#N)C(=O)COC(=O)c1cccc2ccccc12,-5,-3,-1.0,6,4,-1,8,3,0
Cc1ccc2c(Cl)c(C)c(N3CCCCC3)nc2n1,-13,0,-0.2,-3,3,-16,13,14,-4
NC(=O)CSc1ccc(F)cc1,-8,4,-1.5,1,-4,-10,9,5,1
CC(=O)NC1(c2nnnn2CCOC(=O)Nc2ccc(Cl)cc2)CCCCC1,0,-7,-1.3,4,-3,7,1,-4,1
COC(CNC(=O)Cc1c(C)nc2c(-c3ccccc3)c(C)nn2c1C)OC,8,-4,-2.0,1,2,-1,8,-6,-3
Fc1ccc(-c2csc(N3CCC(c4ccccc4)C3)n2)cc1 (centres undefined),-6,6,0.2,0,1,-17,7,1,-1
COC(=O)c1ccc(S(=O)(=O)c2ccccc2)c(N)c1,0,2,0.5,1,-2,-17,1,-2,2
COc1ccc(CN(C)C[C@@H]2OCc3cnnn3CCCC(=O)N([C@H](C)CO)C[C@H]2C)cc1,2,1,-0.4,1,-10,-7,-1,-2,1
CCN(CC)CCn1c2c(c(SCC(=O)Nc3ccc(C(C)C)cc3)nc1=O)CCC2,-17,7,-1.6,0,-6,8,-3,-3,-6
CCOc1ccc(N2CC(C(=O)N3CCCCCC3)CC2=O)cc1 (centres undefined),-8,1,-1.2,2,9,-6,11,-4,-2
CCN(CC)S(=O)(=O)c1ccc(N2CCOCC2)c(NC(=O)c2ccccc2)c1,1,-2,-2.4,6,-1,-6,6,-2,0
Cc1ccc(F)cc1NC(=O)c1c(-c2ccccc2)noc1C,8,-1,0.7,-1,0,-16,12,4,-3
CC(=O)c1ccc(NC(=O)Cn2cnc(S(=O)(=O)N3CCc4ccccc43)c2)cc1,-6,0,2.5,0,8,-5,11,1,-6
COC(=O)C1C2CCC(C2)C1C(=O)OCC(=O)c1ccccc1 (centres undefined),4,1,-0.2,1,1,-14,11,8,1
Cc1ccnc(NC(=O)c2ccc(C(=O)c3ccccc3)cc2)c1,-15,-7,-0.1,4,-2,-14,4,4,-4
COC(=O)CN(c1ccc(OC)cc1OC)S(=O)(=O)c1ccccc1[N+](=O)[O-],2,-10,-1.0,1,-1,6,5,-3,-5
Cc1nc2ccccc2c(C)c1CC(=O)OC(C)C(=O)NC1(C#N)CCCCC1 (centres undefined),7,-1,-1.8,3,-3,-5,5,1,4
COc1ccc(Cl)cc1-c1cc(C(=O)NCc2cc(C(F)(F)F)cc(C(F)(F)F)c2)[nH]n1,-3,-4,/,0,16,27,-16,-2,-3
Cc1cc(NC(=O)c2cccs2)n(-c2nc3ccccc3[nH]2)n1,-26,0,6.5,1,-9,-12,9,3,-3
CCOC(=O)c1ccc(NC(=S)N2CCCC2)cc1,-8,11,-0.1,1,1,-8,11,13,-4
O=C(NCCc1ccccc1)c1cccnc1,-2,5,-0.4,1,13,-27,6,0,-3
CCOCCn1ccc2c(OCC(=O)Nc3ccccc3OC)cccc2c1=O,14,-27,0.4,17,18,30*,-14,-6,-3
COc1ccc(N(C(=O)CNS(=O)(=O)c2ccccc2)C(C(=O)NCc2ccco2)C(C)C)cc1 (centres undefined),-4,1,0.4,2,10,-3,6,-2,2
C[C@H]1CN([C@@H](C)CO)C(=O)CCCn2nncc2CO[C@@H]1CN(C)C(=O)c1ccccc1,-14,-6,-0.5,1,17,-24,13,8,1
O=C(CN1CCN(c2ccccc2F)CC1)NC(=O)NCc1ccccc1,-6,5,-3.6,0,3,0,3,0,-1
O=C(O)CC(CC(=O)N1CCN(C(=O)c2ccco2)CC1)c1ccccc1 (centres undefined),-6,1,1.4,0,-3,5,1,-1,-2
CCOC(=O)Cc1csc(NC(=O)CCSc2ccccc2)n1,3,-6,-4.8,13,8,7,-3,-7,6
Cc1cc(NC(=O)CSc2nc3ccccc3cc2C#N)no1,-15,5,0.0,3,7,-11,9,7,-3
O=C(NCCCn1cccn1)c1cc(COc2ccccc2)on1,-24,1,0.0,2,-4,-14,11,5,-1
O=C(O)CSc1nnc(-c2ccc(Cl)cc2Cl)n1-c1ccc(Cl)cc1,-2,-5,0.2,0,9,5,-3,-3,1

# Screening results as filed in PubChem BioAssay.
